Screening results as filed in PubChem.
PriA SSB inh = inhibitors of Klebsiella pneumoniae PriA binding to SSB C-terminal tail, primary screen, biochemical, AlphaScreen. PriA–SSB C-terminal tail interaction (Klebsiella pneumoniae). AlphaScreen SSBct-PriA binding, biotinylated peptide. inhibition, % at 33 µM. 430,000 compounds, 0.6% hits; in the data active = inhibition mostly above about 37%, no sharp cut-off; inactive = mostly below about 20%;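 note: plate controls were negative control peptide for no effect and reference peptide for full effect; strong numbers were not always called active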
Starred values were filed as active, the others as inactive; & = joins results of further samples. Some of the compounds tested; the hit share may differ from the screen's.

SMILES | PriA SSB inh
CN(CC#CCNC(=O)Nc1ccccc1F)Cc1ccccc1 | -7
O=C(NCCCS(=O)(=O)N1CCN(c2ccccc2F)CC1)C1CC1 | -9
C=CCC1CC=CC(C)N1 (configuration not stated) | -6
O=C(NCCCn1nc(-c2ccc(F)cc2)ccc1=O)Nc1cc(Cl)ccc1Cl | -8
CSc1ncccc1C(=O)NCC(O)c1ccc2c(c1)CCO2 (configuration not stated) | 7
O=C(Nc1nc(-c2cccs2)c(C(=O)C(F)(F)F)s1)c1cc(-c2ccccc2)nc2ccccc12 | 2
O=C(C(c1ccccc1)n1cccc1)N1CCN(c2ccccc2F)CC1 (configuration not stated) | 11
COC1CCN(c2ccc(C(=O)NC(c3ccccc3)c3ccccc3)cc2)C1 (configuration not stated) | -29
CCOC(=O)N1CCN(C(=O)CCN2C(=O)/C(=C/C=C/c3ccccc3)SC2=S)CC1 | 2
O=Cc1ncccc1O | -8
COC(=O)CS[C@H]1CCN(S(=O)(=O)N(C)C)C1 | -7
COc1ccccc1CN1N=C(c2ccccc2F)c2cc(Cl)ccc2S1(=O)=O | -23
Cc1cccc(C=NNC(=O)c2ccc(NC(=O)c3ccc(Cl)cc3)cc2)n1 | -3
O=S(=O)(Cc1ccccc1)N1CCN(CC(O)c2ccco2)CC1 (configuration not stated) | -4
COc1ccc(NC(=O)c2ccsc2)cc1OC | -7
CN(C)S(=O)(=O)NCCn1ccc(-c2ccsc2)n1 | -14
O=C(COc1ccc(F)cc1)Nc1ccc2c(c1)N(C(=O)C1CCCC1)CC2 | 0
COc1ccc(OC)c(C=NNC(=O)CNC(=O)c2cccc3ccccc23)c1 | -11
CCCOC1(NS(=O)(=O)c2ccccc2)C(Cl)=C(Cl)C(=O)c2ccccc21 (configuration not stated) | 0
O=C(Nc1ccc(Cl)cc1-c1nc2ccccc2[nH]c1=O)c1ccccc1F | -3
COc1ccc(-c2noc(Cn3ccn4nc(-c5ccc(C)c(C)c5)cc4c3=O)n2)cc1OC | 5
Cn1cccc1C(O)CNC(=O)C(=O)NCc1ccccc1Cl (configuration not stated) | 3
Nc1nnc(-c2ccc(Br)cc2)o1 | 3
CC(=NNC(=O)c1ccc(Br)cc1)C1C(=O)c2ccccc2C1=O | 15
O=C(O)c1noc2c1CCCC2 | 3
CC(C)N1CCC(CNC(=O)C(=O)Nc2ccc(F)c(Cl)c2)CC1 | -8
COc1ccc(-c2c(C#N)c(SCC(=O)c3ccc4c(c3)OCCO4)nc3c2C(=O)CC(C)(C)C3)cc1 | 5
COc1ccc(NC(=O)CC2SC(=N)NC2=O)c([N+](=O)[O-])c1 (configuration not stated) | 2&-5
Cc1cccc(Cn2cnc3c(cnn3CCNC(=O)c3ccc(F)c(F)c3)c2=O)c1 | -8
CS(=O)(=O)N1CCCC(C(=O)Nc2nnc(-c3ccco3)o2)C1 (configuration not stated) | 2
COc1cc(CSCc2csc(NC(=O)COc3ccc(Cl)cc3Cl)n2)cc(OC)c1 | -20
CSc1ccc(N2Cc3cc(Cl)ccc3OCC2=O)cc1 | -12
CSCCC(C)(O)CNC(=O)c1ccc(Cl)s1 (configuration not stated) | -7
O=C(NCc1cccnc1)c1cc2cc([N+](=O)[O-])ccc2oc1=O | 0
COc1cc(C(=O)NCC2COc3ccccc3O2)cc(OC)c1OC (configuration not stated) | 2
O=C1CCC(=O)N1c1ccc(S(=O)(=O)NCc2ccnc(-c3ccsc3)c2)cc1 | 1
O=C(Nc1cccnc1)c1cc(-n2ccnc2)ccn1 | -19
O=C(CSc1ccccc1C(=O)O)Nc1ccccc1C(F)(F)F | -3
CCOC(=O)c1nn(-c2ccc(C)cc2)c(=O)cc1N1CCCc2ccccc21 | -11
CN(C)CCCN(C(=O)c1ccc(S(=O)(=O)N2CCCc3ccccc32)cc1)c1nc2c(F)cc(F)cc2s1 | -15
CS(=O)(=O)c1ccc(Nc2nc(C(=O)NCC3CCCCC3)cs2)cc1 | -6&-4
O=C(NCCn1ncc2c(=O)n(Cc3cccc(Cl)c3)cnc21)c1ccc([N+](=O)[O-])o1 | -4
O=C(CNC(=O)c1cccc(Br)c1)NN=Cc1cccnc1 | -13
COC(=O)c1ccc(Cn2nc(C3CC3)c3cnn(-c4ccccc4C)c3c2=O)o1 | 0
Cn1c(=O)c2c(NCc3cccs3)ccnc2n(C)c1=O | -3
Cc1ccc(-c2cc(COC(=O)C3CC3)no2)cc1 | -34
O=C(Cc1ccccc1)N(Cc1cccnc1)c1nc2cc3c(cc2s1)OCCO3 | 24
O=C(CN1C(=O)c2ccccc2C1=O)Nc1nnc(C2=COCCO2)o1 | 29
NCc1ccc(C(=O)c2cccs2)s1 | -3
COc1ccc(C(O)=C2C(=O)C(=O)N(Cc3cccnc3)C2c2ccco2)cc1OC (configuration not stated) | -2&-1
COc1cc(OC)cc(C(=O)NCCn2ncc3c(NCCc4ccccc4)ncnc32)c1 | -9
Cc1[nH]c2ccccc2c1C=NNC(=O)CNC(=O)c1cccs1 | 4
OC(CNC1CCCCC1)COC1CCCC1 (configuration not stated) | -13
CS(=O)(=O)c1ccc(NC(=O)CCS(=O)(=O)c2ccc(F)cc2)cc1 | -14&-4
Cc1c(N2C(=O)C(=O)C(=C(O)c3ccc(Cl)cc3)C2c2ccccc2)c(=O)n(-c2ccccc2)n1C (configuration not stated) | -1
COc1cccc(C(=O)Nc2nc(-c3ccccc3)cs2)c1 | 2&6
CCN(CC)CCN1C(=O)C(=O)C(=C(O)c2ccc(OC)c(OC)c2)C1c1ccccn1 (configuration not stated) | 30
CN(C)c1cccc(C(=O)NCCn2nc(C(F)(F)F)n(C)c2=O)c1 | 6
O=C(Nc1cccc(-c2cn3ccsc3n2)c1)c1ccc(F)cc1 | 29
COc1ccccc1[C@@H]1CC(c2cccc(NS(C)(=O)=O)c2)=NN1c1nc(-c2ccccc2)c2cc(Cl)ccc2n1 | -2

Looked up above.
For PriA SSB inh, CS(=O)(=O)c1ccc(NC(=O)CCS(=O)(=O)c2ccc(F)cc2)cc1 reads -14&-4
For PriA SSB inh, CN(C)c1cccc(C(=O)NCCn2nc(C(F)(F)F)n(C)c2=O)c1 reads 6

Further records.
SMILES | PriA SSB inh
CC(Oc1ccc(Cl)cc1Cl)C(=O)NCCCn1ncccc1=O (configuration not stated) | -19&10
COc1ccc(NCC(=O)NN=Cc2c(C)nn(Cc3ccccc3)c2Cl)cc1 | 33
CCn1nnc2c(Nc3cc(Cl)ccc3OC)ncnc21 | 7
COc1cc(OC)cc(C(=O)Nc2nc3c(C)cc(C)cc3s2)c1 | -8
O=C(Nc1ncc(-c2ccccc2)s1)c1cc(-c2ccccc2)nc2ccccc12 | -13
CCc1ccc(-c2cc3c(=O)[nH]nc(SCC(=O)NCc4cccc(OC)c4OC)n3n2)cc1 | -2
O=C(Nc1cccnc1)OCC(F)(F)F | -11
O=C(O)Cc1ccc(NC(=O)c2ccc3c(c2)OCCO3)cc1 | -2
COc1ccccc1CNC(=O)C(=O)Nc1ccc(C)c(F)c1 | -4
COc1ccc(NC(=O)CCCOc2ccc(C)cc2C)c(OC)c1 | -4
CC(C)=CCOc1ccc2c(C)c(CC(=O)N3C[C@H]4C[C@H](C3)c3cccc(=O)n3C4)c(=O)oc2c1C | 4
O=C(NCCCn1ncccc1=O)Nc1ccc(OC(F)(F)F)cc1 | -9&0

Exported with each value named: part of the list above
Structure: COc1ccccc1CNC(=O)C(=O)Nc1ccc(C)c(F)c1
  PriA SSB inh: -4

Structure: COc1ccc(NC(=O)CCCOc2ccc(C)cc2C)c(OC)c1
  PriA SSB inh: -4

Structure: CC(C)=CCOc1ccc2c(C)c(CC(=O)N3C[C@H]4C[C@H](C3)c3cccc(=O)n3C4)c(=O)oc2c1C
  PriA SSB inh: 4

Structure: O=C(NCCCn1ncccc1=O)Nc1ccc(OC(F)(F)F)cc1
  PriA SSB inh: -9&0

New compounds follow:
SMILES | PriA SSB inh
O=C(NN=Cc1ccc(Br)cc1)c1ccc(NC(=O)c2ccccc2)cc1 | -2
NC(=NOC(=O)c1ccccc1)C(C(=O)NOC(=O)c1ccccc1)C1CCCCC1 (configuration not stated) | -9
O=S(=O)(CCCOc1ccccc1)N1CC(n2ccnn2)C1 | -2
Cc1ccc(/C=C2/SC(=S)N(c3cccnc3)C2=O)o1 | -8
COc1ccc(-n2c(C)nc3ccc(NS(=O)(=O)c4cccc(Cl)c4Cl)cc3c2=O)cc1 | -7
COc1ccc(Nc2nc(Nc3ccc(Cl)cc3)nc(N3CCOCC3)n2)cc1 | -16
CCc1ccc(C=Nn2c(COc3ccccc3)n[nH]c2=S)cc1 | 3
COC(=O)C1CCC(C)(C(=O)O)C1(C)C (configuration not stated) | -8
CC1(C)CC(=O)c2sc(NC(=O)COc3ccccc3)nc2C1 | 3
C/C(C=NNC(=O)Cc1cccn1C)=C\c1ccco1 | 2
O=C(c1nc2ccccc2s1)N1CCC(n2ccnn2)C1 (configuration not stated) | 3
O=C(Nc1nc(C2CC2)cs1)c1cccc(Oc2ccccn2)c1 | -2

Fetched by compound from above, 2 records:
SMILES | PriA SSB inh
CC1(C)CC(=O)c2sc(NC(=O)COc3ccccc3)nc2C1 | 3
COc1ccc(Nc2nc(Nc3ccc(Cl)cc3)nc(N3CCOCC3)n2)cc1 | -16

Part of the list above in order of molecular weight, rising.
SMILES | PriA SSB inh
Cc1ccc(/C=C2/SC(=S)N(c3cccnc3)C2=O)o1 | -8
CC1(C)CC(=O)c2sc(NC(=O)COc3ccccc3)nc2C1 | 3
O=C(Nc1nc(C2CC2)cs1)c1cccc(Oc2ccccn2)c1 | -2
CCc1ccc(C=Nn2c(COc3ccccc3)n[nH]c2=S)cc1 | 3
NC(=NOC(=O)c1ccccc1)C(C(=O)NOC(=O)c1ccccc1)C1CCCCC1 (configuration not stated) | -9

Continued.
SMILES | PriA SSB inh
Cc1nc(-c2ccccc2NC(=O)c2cccc(C#N)c2)cs1 | -5
O=C(Nc1cc(Cl)cc(Cl)c1)c1ccc(C(=O)c2ccccc2)cc1 | -9
CC(=NNc1ccc([N+](=O)[O-])cc1)c1ccc(N2CCOCC2)cc1 | 2
Cc1nc2c(=O)[nH]nc(-c3ccc(Cl)cc3)c2s1 | 11
CSCCC(C)(O)CNC(=O)C(=O)NCC1CCCO1 (configuration not stated) | -6
CCOC(=O)c1c(N=C2S/C(=C/C(=O)OC)C(=O)N2c2ccccc2)sc(C)c1C | 3
CCC(=O)NC(=NOCc1ccc(F)cc1)c1nonc1NC(=O)CC | -26
CC(=NNC(=O)C1CCN(S(=O)(=O)c2ccc(C)cc2)CC1)c1cccc([N+](=O)[O-])c1 | 3
Cc1csc(COc2ccc(C(=O)NCC3CCCO3)cc2)n1 (configuration not stated) | -10
CC(C)(C)CC(=O)Nc1ccc2c(c1)NC(=O)C(C)(C)CO2 | 21
CN(C)c1cc(NN=Cc2ccccc2C(F)(F)F)nc(N(C)C)n1 | 4
COc1cccc(-c2n[nH]c(=S)o2)c1 | -6
CC(C)(C)c1ccc2c(c1)N(Cc1nc(-c3ccc(Cl)c(F)c3)no1)C(=O)CO2 | -2
COc1ccccc1N1CCN(CCNC(=O)C(=O)Nc2ccc(C)c(N3CCCC3=O)c2)CC1 | -2
CC(=O)Nc1ccc(C(=O)N2CC(Oc3cc(C)oc(=O)c3)C2)cc1 | -6
COc1ccc(-c2cnc(SCC(=O)N3CCc4ccccc43)n2-c2ccc(OC(F)F)cc2)cc1 | -17
COc1ccc(OC)c(C2SCCN2S(=O)(=O)c2ccc(Cl)cc2)c1 (configuration not stated) | 1
CCCC(=O)Nc1ccc2c(c1)OCC(C)(C)C(=O)N2CC(C)C | 9
Oc1ccccc1C=NNc1cccc2cccnc12 | -19
N=C1C(c2nc3ccccc3[nH]2)=C(O)CN1c1cccc(Br)c1 | 1
CCOc1cc(S(=O)(=O)n2cnc3ccccc32)ccc1F | 0
Cc1ccc(-n2nc(C)c3c(Cl)c(C(=O)NCCc4ccccc4)cnc32)cc1 | -5
Cc1nnsc1C(=O)Nc1ccsc1-c1nc(C2CC2)no1 | -21
O=C(Cc1ccc(F)cc1)Nc1ccc2c(c1)CN(S(=O)(=O)c1ccccc1)CC2 | -6
O=C(C1CCCO1)N1CCc2ccc(NS(=O)(=O)Cc3ccccc3)cc21 (configuration not stated) | 0
NC(=O)COc1ccc(S(=O)(=O)NCc2cncc(-c3cccs3)c2)cc1 | -13
Cc1cccc(CN(CC(=O)NN=Cc2cccs2)S(=O)(=O)c2ccc(Cl)cc2)c1 | -21
CC1C(=O)NCCN1C(=O)Cc1ccc2ccccc2c1 (configuration not stated) | -5
COC1(CNS(=O)(=O)c2c(C)noc2C)CCSC1 (configuration not stated) | 19
O=C(Nc1ccc(C(F)(F)F)cc1)NC1CCCC(O)C1 (configuration not stated) | 4
COc1ccccc1C(=O)NCC[C@H](O)c1cccs1 | -8
O=C(NN=Cc1ccccc1F)c1cc2c(ccc3ccccc32)o1 | -11
CCOC(=O)c1ccc(NC(=O)Cn2c(-c3nnc(C)o3)cc3ccccc32)cc1 | -6
CN(C)S(=O)(=O)c1ccc(C(=O)N=c2sc3cc4c(cc3n2C)OCO4)cc1 | -20
